Source: PubChem BioAssay
SDO1 yeast rescue: restores growth of sdo1-depleted yeast | 140,000 compounds, 0.21% hits | AID 817 | z-score at 10 µM | S. cerevisiae sdo1-depleted JHY4D growth rescue, OD600 30 h; hits give high values; pdr5 snq2 efflux-pump mutant strain;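 active means z-score above 3 at both the 24 hr and the 30 hr optical density reads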;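 further: z-score against mean and SD of all compound wells on the same plate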
INS promoter inh: TRM-6 insulin promoter activity inhibition; TRM-6 cells (human fetal islet line), insulin promoter-eGFP reporter, imaging; reporter expression induced with tamoxifen; inhibition, % at 2 µM; 130,000 compounds, 0.9% hits;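 active means inhibition above the mean plus 3 SD, with well images judged a real hit on visual review, cut at about 60% in these data, passing the limit was not always enough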
SDO1 yeast rescue Rescue 24 h: recorded beside SDO1 yeast rescue, whose call it bears; z-score; S. cerevisiae sdo1-depleted JHY4D growth rescue, OD600; measured here: growth rescue at 24 h;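 0 is the plate mean of compound wells and units are plate SD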
Numbers without * were called inactive; x = not tested or not shown. These rows are one share of the data, so the mix of outcomes need not match the whole.

SDO1 yeast rescue	SDO1 yeast rescue Rescue 24 h	INS promoter inh	SMILES
x	x	29	Nc1nn2c(-c3ccccc3)cc(=O)[nH]c2c1N=Nc1ccc(O)cc1
0.01	0.01	59	CCOC(=O)N1CCN(C(=O)c2csc3c2CCCCC3)CC1
0.19	-0.65	-10	Cc1ccc(NC(=S)NCc2ccccn2)cc1
1.8	2	x	COCCNC(=O)Cn1ncc2ccsc2c1=O
1.6	2	x	CCC(c1n[nH]c(=S)n1-c1ccccc1)N(C)C (configuration not stated)
-0.6	-0.7	29	Cc1nc2ccccc2c(=O)n1C1CCCCCC1
0.17	-0.51	-41	CC(C)(C)c1ccc(S(=O)(=O)NCCOCC(F)(F)C(F)F)cc1
-1.4	-1.7	-264	C=CCN1C(=O)C(O)(CC(=O)c2ccc(Cl)cc2)c2ccccc21 (configuration not stated)
x	x	-89	CN(C)C(CNc1ncnc2sc3c(c12)CCCCC3)c1ccco1 (configuration not stated)
x	x	11	CNC(=S)N(CCc1c(C)[nH]c2ccccc12)Cc1ccco1
0.51	0.4	x	O=C(N/C(=C/c1ccc2c(c1)OCO2)C(=O)N1CCOCC1)c1cccs1
-1.2	-1.3	x	CC1=CC(C)(C)N(C(=O)CN2C(=O)c3ccccc3C2=O)c2ccccc21
0.6	0.5	-25	C[C@@H](O)c1nc2ccccc2n1N
x	x	8	O=C(CCNC(=O)c1ccccc1Cl)NC1=NCCS1
0.67	1.5	-20	CCCCOc1ccc(S(=O)(=O)Nc2cc(OC)ccc2OC)cc1

Copied from the list.
`CCOC(=O)N1CCN(C(=O)c2csc3c2CCCCC3)CC1` in SDO1 yeast rescue Rescue 24 h = 0.01
`Cc1ccc(NC(=S)NCc2ccccn2)cc1` in SDO1 yeast rescue Rescue 24 h = -0.65
`Cc1nc2ccccc2c(=O)n1C1CCCCCC1` in INS promoter inh = 29
`CCC(c1n[nH]c(=S)n1-c1ccccc1)N(C)C` (configuration not stated) in SDO1 yeast rescue Rescue 24 h = 2
`CCCCOc1ccc(S(=O)(=O)Nc2cc(OC)ccc2OC)cc1` in SDO1 yeast rescue Rescue 24 h = 1.5
`Nc1nn2c(-c3ccccc3)cc(=O)[nH]c2c1N=Nc1ccc(O)cc1` in INS promoter inh = 29

(listing goes on)
SDO1 yeast rescue	SDO1 yeast rescue Rescue 24 h	INS promoter inh	SMILES
x	x	22	O=[N+]([O-])c1cccc(-n2cccc2/C=N/Nc2nc(N3CCCCC3)nc(N3CCCCC3)n2)c1
-1.4	-0.97	-19	CC(/C=C1\SC(=O)N(CC(=O)Nc2cccc(O)c2)C1=O)=C\c1ccccc1
0.79	1.1	23	CN(CCO)C(=O)c1cccc2c1-c1ccccc1C2=O
0.65	-0.67	-7	CN(CC(=O)NCCN1CCN(Cc2ccccc2)CC1)S(=O)(=O)c1cccc2nsnc12
0.35	0.15	x	COc1cc(CC(=O)N/N=C/c2ccc([N+](=O)[O-])cc2)c([N+](=O)[O-])cc1OC
x	x	-21	CCn1cc(C(=O)N2CCN(c3ccccn3)CC2)c(=O)c2cc(S(=O)(=O)N3CCC(C)CC3)ccc21
-0.35	-0.23	-187	CC(=O)Nc1ccnc(-c2cccnc2)n1
x	x	11	CCOc1ncccc1C(=O)Nc1cc(S(=O)(=O)N2CCOCC2)ccc1N1CCCC1
-0.39	-0.19	-9	CCSc1nnc(NC(=O)c2ccc(C)o2)s1
-0.28	-0.63	40	CC1=NN(C(=O)c2ccc(Cn3nc(C)c([N+](=O)[O-])c3C)o2)C(O)(C(F)(F)F)C1 (configuration not stated)
-0.21	-0.96	15	CCc1ccccc1NC(=S)N1CCN(c2ccccn2)CC1
x	x	24	O=C1NCCN(Cc2c(F)cccc2Cl)C1CC(=O)N1CCCCO1 (configuration not stated)
0.54	0.35	10	O=C(CN1CCN(Cc2ccc3c(c2)OCO3)CC1)Nc1ccc(F)cc1
0.07	-0.27	-62	Cc1ccc(OCCN2CCNCC2)c([N+](=O)[O-])c1
0.64	0.29	51	CNC(=O)CSc1nnc(-c2cccs2)o1
-0.61	-0.79	14	Cc1ccc(C)n1-c1nccc(-c2cccs2)n1
-0.42	-0.13	-81	COc1ccc(-n2ccnc2SCC(=O)Nc2ccccc2)cc1
-2	-1.5	34	COc1ccc(N=c2ssnc2Cl)cc1
0.11	-0.47	x	O=C(COC(=O)CN1C(=O)C2CC=CCC2C1=O)Nc1cc(C(F)(F)F)ccc1N1CCOCC1 (configuration not stated)
-0.4	-0.26	x	Cc1ccc2cc(CN(CC3CCCO3)S(=O)(=O)c3cccc4nsnc34)c(=O)[nH]c2c1 (configuration not stated)
-0.21	0.35	-19	O=C1c2ccccc2C(=O)N1CCCCN(C(=O)c1cc([N+](=O)[O-])cc([N+](=O)[O-])c1)c1ccc(Cl)cc1
x	x	-18	CCN1C(=O)C(C(=O)c2ccccc2)SC1=S (configuration not stated)
1	1.1	4	CC1=CC2(O)OCCN(CCO)C2=CC1=O (configuration not stated)
-0.82	-0.98	-92	Cc1ccc(N=c2sc(C)c(C)n2C)cc1
-0.01	-0.09	-38	CC(C)Oc1cccc(C(=O)Nc2ccccc2N2CCOCC2)c1
-0.78	-0.33	x	COc1ccc(-n2nnnc2SCC(=O)c2ccc(OC)c(OC)c2)cc1
-0.77	-0.84	-37	Cc1ccc(C)c(NC(=S)NC(C)C(c2cccs2)N2CCOCC2)c1 (configuration not stated)
1.1	0.6	23	O=C(NC1CS(=O)(=O)CC1NCc1ccco1)c1ccccc1 (configuration not stated)
0.61	0.67	-3	CC(=O)Nc1ccc(NC(=O)C2CCCN(c3ncccn3)C2)cc1 (configuration not stated)
-0.07	0.3	16	C=CCc1cccc2cc(C(=O)NCc3cccnc3)c(=O)oc12
0.74	0.87	-28	COc1ccc(OC)c(C(=O)CSc2nc3ncccc3[nH]2)c1
0.54	0.08	x	COc1cccc(N2C(=O)C3ON(c4ccccc4)C(c4cccs4)C3C2=O)c1 (configuration not stated)
1.1	1.2	x	CC(C)N1CCc2c(sc(N)c2C#N)C1
0.06	-0.64	14	Cc1[nH]ccc(=O)c1OC1OC(CO)C(O)C(O)C1O (configuration not stated)
0.09	-0.82	7	Cc1c(NC(=O)CCCCCN2C(=O)c3ccccc3C2=O)c(=O)n(-c2ccccc2)n1C
-0.04	-0.18	50	CC(C)c1cc(C(=O)Nc2cccnc2)no1
1.1	0.62	x	CCNC(=S)NNC(=O)c1cccc(Br)c1
-0.74	-1.4	-41	COc1ccc2c(c1)CC(C1(O)C(=O)N(C)c3ccccc31)C2=O (configuration not stated)
-0.84	-0.38	x	CCOC(=O)c1[nH]c2ccc(Cl)cc2c1NC(=O)/C=C/c1ccc2c(c1)OCO2
0.81	0.45	x	Cc1nc(-c2ccccc2)cc(=O)[nH]1
-1.2	-1.3	-68	O=C(Oc1ccc(-c2nnco2)cc1)N(c1ccccc1)c1ccccc1
x	x	-64	Cc1cc(NC(=O)CSc2nc3ccsc3c(=O)n2CCCC(=O)NCCc2ccccc2)no1
0.29	0.09	45	CC1CN(CC(=O)N2CCc3[nH]c4ccccc4c3C2)CC(C)O1 (configuration not stated)
0.46	0.24	x	Cc1ccc(-c2nnn(CC(=O)N(CC(=O)NC3CCCC3)c3cnc4ccccc4c3)n2)o1
1.7	2.3	x	Cc1csc(NC(=O)/C=C/c2ccc(C)o2)n1
x	x	17	Cc1ccc(C(=O)Nc2ccc(N3CCN(C(=O)c4ccco4)CC3)cc2)cc1
-1.9	-1.5	14	COc1ccc(-c2nc(C)ncc2N=Nc2ccccc2)cc1
-0.03	-0.55	x	Cc1c(Br)cc(C(=O)N2CCCC2)c(C)c1C
-0.31	-0.5	19	CC(=O)NS(=O)(=O)c1ccc(NC(=O)c2ccc3c(c2)C(=O)N(CCC(C)C)C3=O)cc1
0.63	0.61	22	Cc1cc(C)cc(NC(=S)NCc2cccn2C)c1
-0.33	0.82	49	CCOc1ccc(/C=N/n2c(SC)nnc(C(C)(C)C)c2=O)cc1
-0.13	-0.25	-1	O=C(c1cccc(Cl)c1Cl)N1CCN(c2ccccn2)CC1
-0.42	-0.68	21	COCCn1nnnc1CN1CCC(NC(=O)c2ccc(Br)cc2)CC1
1.2	1.7	x	CC(=O)C1=C(O)C(=O)N(CC(=O)O)C1c1ccccc1Cl (configuration not stated)
-2.3	-1.2	x	O=C1CC(c2cccc(Br)c2)c2cc3c(cc2N1)CCC3 (configuration not stated)
x	x	-8	Cc1nc(N2CCC(C)CC2)c(C#N)c(C)c1[N+](=O)[O-]
-0.04	-0.29	18	CCN(C(=O)CSc1nc2c(cnn2-c2ccccc2)c(=O)[nH]1)C1CCS(=O)(=O)C1 (configuration not stated)
-0.15	-0.61	42	CCCc1cc(=O)[nH]c(SCC(=O)N2CCN(S(=O)(=O)c3ccccc3)CC2)n1
0.3	0.07	-4	CCCCOC(C)n1cc(F)c(=O)[nH]c1=O (configuration not stated)
-0.1	-0.08	-21	CCN1CCN(C(c2cccs2)C(C)NC(=O)c2cccnc2)CC1 (configuration not stated)

Carrying on:
SDO1 yeast rescue	SDO1 yeast rescue Rescue 24 h	INS promoter inh	SMILES
-1.2	-1.1	14	COc1cc(NC(=S)NC(=O)c2ccc(C)cc2C)ccc1NC(=O)c1cccs1
-1.3	-0.44	36	CCOc1cc(/C=C/c2nc3ccccc3s2)ccc1OCC(=O)N1CCOCC1
x	x	17	Cc1ccc(/C=C/C(=O)NCc2ccc(S(N)(=O)=O)cc2)o1
x	x	-23	CCCn1c(SCC(=O)Nc2ccc(OC)cc2[N+](=O)[O-])n[nH]c1=O
0.14	0.47	x	Cc1ccc2nc(N3CC(=O)Nc4ccccc43)nc(-c3ccccc3)c2c1
1	1.4	x	CCOc1cc(-c2nn3cnnc3s2)cc(OCC)c1OCC
1.6	1.6	x	Cc1ccc(-c2nc(CS(=O)CC(=O)NCCCN3CC(C)CC(C)C3)c(C)o2)cc1 (configuration not stated)
-0.3	-0.21	-27	CCN(CC)CCOc1cc2c(nn1)Oc1ccccc1N2C
0.2	0.1	x	COc1cc(/C=C2\SC(=S)N(CC(=O)Nc3ccccn3)C2=O)cc(OC)c1OC
-1.4	-1.5	-19	Cc1ccc(-c2cc(-c3ccccc3Cl)c(C#N)c(N)n2)o1
0.11	-0.17	x	CC(=O)Nc1ccc(S(=O)(=O)n2cnc(C)c2)cc1
0.18	-0.56	36	COC(=O)c1ccc(C)c(NC(=O)CN2C(=O)c3ccccc3S2(=O)=O)c1
1.3	1.1	-35	Cc1cccc(N2CC(c3nc4ccccc4n3C)CC2=O)c1C (configuration not stated)
0.35	-0.18	19	Cc1ccc(CN2C3=NC(=O)CN3c3ccccc32)cc1
0.9	0.61	x	O=C(NCc1nc2ccccc2[nH]1)c1cc2ccccc2oc1=O

Four entries from above in another layout.
Cc1ccc(-c2cc(-c3ccccc3Cl)c(C#N)c(N)n2)o1
  SDO1 yeast rescue = -1.4	SDO1 yeast rescue Rescue 24 h = -1.5	INS promoter inh = -19

CC(=O)Nc1ccc(S(=O)(=O)n2cnc(C)c2)cc1
  SDO1 yeast rescue = 0.11	SDO1 yeast rescue Rescue 24 h = -0.17	INS promoter inh = x

COC(=O)c1ccc(C)c(NC(=O)CN2C(=O)c3ccccc3S2(=O)=O)c1
  SDO1 yeast rescue = 0.18	SDO1 yeast rescue Rescue 24 h = -0.56	INS promoter inh = 36

Cc1cccc(N2CC(c3nc4ccccc4n3C)CC2=O)c1C (configuration not stated)
  SDO1 yeast rescue = 1.3	SDO1 yeast rescue Rescue 24 h = 1.1	INS promoter inh = -35

Further records follow.
SDO1 yeast rescue	SDO1 yeast rescue Rescue 24 h	INS promoter inh	SMILES
x	x	3	O=C(Nc1ccccc1)Nc1cccc2nsnc12
-0.24	0.72	17	CCOC(=O)c1c(NC(=S)Nc2ccc(OC)cc2)sc2c1CCC2
0.51	0.74	x	Cc1c(SCCO)c(=O)[nH]c2cc3c(cc12)OCO3
-0.7	-1.2	x	CCOC(=O)CSc1nc2c(c(=O)n(Cc3ccccc3Cl)c(=O)n2C)n1C
1.4	0.82	-8	Nc1cc(OCC(F)(F)F)cc([N+](=O)[O-])c1
0.27	-0.36	x	Cc1ccc2nc(C3CCN(C(=O)NCc4ccccc4)CC3)[nH]c2c1
-0.15	-0.12	23	Cn1cccc1C1Nc2ccccc2NC2=C1C(=O)CC(C)(C)C2 (configuration not stated)
x	x	-50	COc1ccccc1NC(=O)COC(=O)Cc1cccs1
0.64	0.28	x	Cc1nn(C)cc1/C=N/NC(=O)C1(O)c2ccccc2-c2ccccc21
-1.4	-0.83	6	O=C(NC12CC3CC(CC(C3)C1)C2)N1CCN(c2nc(-c3ccccc3)cs2)CC1
0.67	1	x	O=C(NCc1cccc(F)c1)C1CCN(S(=O)(=O)Cc2ccccc2)CC1
-0.13	-1.1	-5	CC12CCC(C(=O)N3CCCCC3)(CC1=O)C2(C)C (configuration not stated)
1	1.3	x	CCOC(=O)C1=C(C)C(c2ccc(OC)cc2OC)NC(=O)N1 (configuration not stated)

Arranged by value in SDO1 yeast rescue (low to high): 5 from the list above.
SMILES	SDO1 yeast rescue
CC(/C=C1\SC(=O)N(CC(=O)Nc2cccc(O)c2)C1=O)=C\c1ccccc1	-1.4
CCOc1cc(/C=C/c2nc3ccccc3s2)ccc1OCC(=O)N1CCOCC1	-1.3
CCN(C(=O)CSc1nc2c(cnn2-c2ccccc2)c(=O)[nH]1)C1CCS(=O)(=O)C1 (configuration not stated)	-0.04
COC(=O)c1ccc(C)c(NC(=O)CN2C(=O)c3ccccc3S2(=O)=O)c1	0.18
Cc1csc(NC(=O)/C=C/c2ccc(C)o2)n1	1.7
